NTR1 agonist: agonists of NTR1, primary screen, imaging, U2OS cells, beta-arrestin-GFP, high content (AID 493036). Neurotensin receptor type 1 (Homo sapiens), P30989. actives 0.17% (n = 330,000). NTR1-U2OS beta-arrestin-GFP spot imaging, agonist mode. activation, % at 20 µM;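 active = activation at or above 40% of the spot to cytoplasm intensity ratio, with at least 20 cells analyzed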;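 note: 0% = DMSO without peptide and 100% = 100 nM NTR1 peptide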
Target sequence (P30989 whole entry, looked up): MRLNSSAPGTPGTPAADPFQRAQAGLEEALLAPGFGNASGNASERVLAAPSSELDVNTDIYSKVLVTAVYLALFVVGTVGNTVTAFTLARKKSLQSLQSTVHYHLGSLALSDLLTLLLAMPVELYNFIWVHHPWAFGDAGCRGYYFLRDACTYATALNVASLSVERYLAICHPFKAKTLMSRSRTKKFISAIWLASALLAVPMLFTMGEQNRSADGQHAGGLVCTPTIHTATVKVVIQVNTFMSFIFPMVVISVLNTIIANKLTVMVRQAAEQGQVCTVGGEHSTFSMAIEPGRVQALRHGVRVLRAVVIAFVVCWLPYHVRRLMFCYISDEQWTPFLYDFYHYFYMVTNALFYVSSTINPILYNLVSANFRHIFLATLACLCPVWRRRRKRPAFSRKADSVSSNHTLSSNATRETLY
KOR beta-arrestin-1: KOR agonists, beta-arrestin recruitment, primary screen, cell-based, luminescence, uHTS (AID 1777) | KOR beta-arrestin recruitment, luminescence; higher % means a stronger effect | Kappa-type opioid receptor (Homo sapiens) | activation, % at 10 µM; hits with a dose series show EC50 in µM | actives 0.02% (n = 280,000); in the data active = activation above about 50%, passing the limit was not always enough; note: a part of the inactive calls stands beside numbers as strong as those of hits
MgcRacGAP inhibition: MgcRacGAP GTPase-activating activity inhibitors, confirmation, biochemical, ADP Hunter fluorescence; Rac GTPase-activating protein 1 (Homo sapiens); actives 0.6% (n = 340,000); inhibition, % at 30 µM; hits with a dose series show IC50 in µM; MgcRacGAP-stimulated Rac1 GTP hydrolysis, ADP Hunter fluorescence; higher % means a stronger effect; GST-tagged Rac1 F28L mutant substrate;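 active = first-screen hits whose inhibition reached a set limit at any dose in the follow-up dose series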;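 note: fluorescence reports GDP produced by GAP-driven GTP hydrolysis; strong numbers were not always called active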
GPR55 antagonists: GPR55 antagonists blocking LPI-driven arrestin recruitment, primary screen, imaging, U2OS, beta-arrestin-GFP, LPI agonist (AID 2013). G-protein coupled receptor 55 (Homo sapiens). U2OS GPR55 beta-arrestin-GFP translocation imaging, LPI antagonism; higher % means a stronger effect. inhibition, % at 10 µM; hits with a dose series show IC50 in µM. actives 0.13% (n = 290,000);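 active = spots per cell inhibited over 60%, with over 100 cells counted and total cytoplasm intensity under 500,000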;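 note: U2OS cells stably carrying GPR55 and arrestin-GFP stimulated by 5 µM LPI near EC80; imaged beta-arrestin-GFP aggregate spots per cell after agonist stimulation; plate controls were LPI-stimulated DMSO wells for no effect and DMSO wells without LPI for full effect; some results filed as inactive read as strong as hits; confirmed hits need IC50 under 10 µM and bright autofluorescent wells are also inconclusive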
NOD1 NF-kB reporter: NOD1 signaling inhibitors, primary screen, cell-based, luminescence, uHTS (AID 1578); NOD1-driven NF-kB luciferase reporter cells, luminescence; higher % means a stronger effect; inhibition, % at 4 µM; hits with a dose series show EC50 in µM; actives 1% (n = 290,000); in the data active = inhibition mostly above about 36%, no sharp cut-off; inactive = mostly below about 34%;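 note: HEK-293T reporter cells stimulated with the NOD1 agonist gamma-tri-DAP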
KOR beta-arrestin-2: KOR antagonists, beta-arrestin recruitment, cell-based, luminescence, uHTS (AID 1778); actives 0.091% (n = 290,000); KOR beta-arrestin recruitment, luminescence, antagonist mode; higher % means a stronger effect; inhibition, % at 10 µM, or IC50 in µM where a hit was titrated; in the data active = inhibition above about 50%; note: strong numbers were not always called active
GPR35 arrestin U2OS: GPR35 antagonists blocking zaprinast-driven arrestin recruitment, primary screen, imaging, U2OS, beta-arrestin-GFP, zaprinast agonist (AID 2058); U2OS GPR35 beta-arrestin-GFP translocation imaging, zaprinast antagonism; higher % means a stronger effect; inhibition, % at 10 µM; hits with a dose series show IC50 in µM; G-protein coupled receptor 35 (Homo sapiens); actives 0.052% (n = 290,000);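 active = inhibition of at least 50% with at least 30 cells and total cytoplasm GFP at most 10,000,000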
UTI89 phage lysis: inhibition of K1F phage lysis, E. coli UTI89, bacterial capsule biogenesis inhibitors, alamar blue (AID 488966); E. coli UTI89 K1F phage lysis, alamar blue, 2 h; higher % means a stronger effect; one-dose inhibition, % at 100 µM; IC50 in µM for titrated hits; actives 0.02% (n = 340,000);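 active = phage lysis inhibition, versus mean bacterial control, above a set limit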;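 note: capsule biogenesis inhibitors block K1F phage lysis so surviving cells raise fluorescence; higher fluorescence means more inhibition of phage lysis; actives were called in the ten point dose series up to 300 µM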
GPR55 beta-arrestin: GPR55 agonists via beta-arrestin recruitment, primary screen, imaging, U2OS cells, beta-arrestin-GFP redistribution (AID 1961); G-protein coupled receptor 55 (Homo sapiens); U2OS GPR55 beta-arrestin-GFP redistribution imaging; higher % means a stronger effect; activation, % at 10 µM, or EC50 in µM where a hit was titrated; actives 0.048% (n = 290,000);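 active = activation above 40% with more than 50 cells counted in the well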;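 note: U2OS osteosarcoma cells stably expressing GPR55 and beta-arrestin-GFP; plate controls were DMSO negative control for no effect and LPI positive control for full effect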
NTR1 agonist cell count 20 µM: second read-out of NTR1 agonist, no call of its own (marks repeat the call); cell count; measured here: cell count, cytotoxicity flag
Numbers without * were called inactive; [ ] = dose if it differs, or a comment. Only part of the results is shown, so the mix of outcomes need not match the whole.

How did COc1cc(S(=O)(=O)Nc2cccnc2)ccc1Cl do in these assays?
NTR1 agonist: 0.0; KOR beta-arrestin-1: 0.7%; MgcRacGAP inhibition: -2%; GPR55 antagonists: 13%; NOD1 NF-kB reporter: -24%; KOR beta-arrestin-2: -35%[20 µM]; GPR35 arrestin U2OS: 1%; UTI89 phage lysis: -2.1%; GPR55 beta-arrestin: -0.1%; NTR1 agonist cell count 20 µM: 66

Results for COc1ccc(OC)c(N(CC(=O)NCc2ccncc2)S(C)(=O)=O)c1 ?
NTR1 agonist: 1.1; KOR beta-arrestin-1: 3.6%; MgcRacGAP inhibition: 7%; GPR55 antagonists: -2%; NOD1 NF-kB reporter: -18%; KOR beta-arrestin-2: 15%; GPR35 arrestin U2OS: -14%; UTI89 phage lysis: 6.7%; GPR55 beta-arrestin: -0.2%; NTR1 agonist cell count 20 µM: 74

What do the screens show for `COc1ccc(NC(=S)NC(=O)/C=C/c2ccco2)cc1`?
NTR1 agonist: -0.1; KOR beta-arrestin-1: -3.4%; MgcRacGAP inhibition: 0%; GPR55 antagonists: 8%; NOD1 NF-kB reporter: -31%; KOR beta-arrestin-2: 14%; GPR35 arrestin U2OS: 11%; UTI89 phage lysis: -0.5%; GPR55 beta-arrestin: -0.4%; NTR1 agonist cell count 20 µM: 43

What do the screens show for `O=C(NCCN=C1NS(=O)(=O)c2ccccc21)c1ccc(S(=O)(=O)N2CCOCC2)cc1`?
NTR1 agonist: 3.8; KOR beta-arrestin-1: 1.1%; MgcRacGAP inhibition: 6%; GPR55 antagonists: -1%; NOD1 NF-kB reporter: 10%; KOR beta-arrestin-2: -85%; GPR35 arrestin U2OS: -7%; UTI89 phage lysis: 1.7%; GPR55 beta-arrestin: -0.1%; NTR1 agonist cell count 20 µM: 56

How did O=C(Cn1nnc(-c2cccs2)n1)NCCc1ccccc1 do in these assays?
NTR1 agonist: -0.8; KOR beta-arrestin-1: 0.5%; MgcRacGAP inhibition: 10%; GPR55 antagonists: 0%; NOD1 NF-kB reporter: -19%; KOR beta-arrestin-2: -25%; GPR35 arrestin U2OS: 6%; UTI89 phage lysis: 0.4%; GPR55 beta-arrestin: 0.4%; NTR1 agonist cell count 20 µM: 47

What do the screens show for `CCOC(=O)C1CCN(c2nc(C)nc3c2oc2ccccc23)CC1`?
NTR1 agonist: 1.1; KOR beta-arrestin-1: 2.0%; MgcRacGAP inhibition: 9%; GPR55 antagonists: -3%; NOD1 NF-kB reporter: -21%; KOR beta-arrestin-2: 0%; GPR35 arrestin U2OS: -6%; UTI89 phage lysis: -0.6%; GPR55 beta-arrestin: 0.0%; NTR1 agonist cell count 20 µM: 29

How did COc1ccc(/C=C2/C(=N)N3C(=NC2=O)Sc2cc(S(C)(=O)=O)ccc23)cc1OC do in these assays?
NTR1 agonist: -0.1; KOR beta-arrestin-1: 1.9%; GPR55 antagonists: 4%; NOD1 NF-kB reporter: 8%; KOR beta-arrestin-2: -15%; GPR35 arrestin U2OS: -15%; GPR55 beta-arrestin: -0.3%; NTR1 agonist cell count 20 µM: 65

How did Cc1ccc(C(=O)N/C(=C\c2sccc2C)C(=O)NCc2ccncc2)cc1 do in these assays?
NTR1 agonist: -0.1; KOR beta-arrestin-1: -6.5%; MgcRacGAP inhibition: 5%; GPR55 antagonists: 2%; NOD1 NF-kB reporter: 1%; KOR beta-arrestin-2: 12%; GPR35 arrestin U2OS: 4%; UTI89 phage lysis: 0.1%[50 µM]; GPR55 beta-arrestin: -0.3%; NTR1 agonist cell count 20 µM: 63

What do the screens show for `CN(C)S(=O)(=O)c1ccc(S(=O)(=O)N(Cc2ccco2)Cc2ccccc2Cl)cc1`?
NTR1 agonist: 1.7; KOR beta-arrestin-1: 6.2%; MgcRacGAP inhibition: -1%; GPR55 antagonists: 6%; KOR beta-arrestin-2: 22%; GPR35 arrestin U2OS: 5%; UTI89 phage lysis: 0.2%; GPR55 beta-arrestin: -0.1%; NTR1 agonist cell count 20 µM: 52

Results for Cc1cc(NC(=O)CCC2CCCC2)no1 ?
NTR1 agonist: 1.3; KOR beta-arrestin-1: 4.4%; MgcRacGAP inhibition: -4%; GPR55 antagonists: 10%; NOD1 NF-kB reporter: -24%; KOR beta-arrestin-2: 14%; GPR35 arrestin U2OS: -1%; UTI89 phage lysis: 0.5%; GPR55 beta-arrestin: 0.3%; NTR1 agonist cell count 20 µM: 83

What do the screens show for `CC(CS(=O)(=O)c1cccc2cccnc12)N1CCCCC1` (stereo not given)?
NTR1 agonist: 1.8; KOR beta-arrestin-1: -10%; MgcRacGAP inhibition: 6%; GPR55 antagonists: -1%; NOD1 NF-kB reporter: 11%; KOR beta-arrestin-2: -50%; GPR35 arrestin U2OS: 1%; UTI89 phage lysis: 0.3%; GPR55 beta-arrestin: 0.1%; NTR1 agonist cell count 20 µM: 46

How did O=[N+]([O-])c1ccc(N=Cc2c(O)ccc3ccccc23)cc1 do in these assays?
NTR1 agonist: 3.2; KOR beta-arrestin-1: 0.5%; MgcRacGAP inhibition: 12%; GPR55 antagonists: 6%; NOD1 NF-kB reporter: -2%; KOR beta-arrestin-2: -3%; GPR35 arrestin U2OS: -12%; UTI89 phage lysis: 0.0%; GPR55 beta-arrestin: 0.0%; NTR1 agonist cell count 20 µM: 51

Results for O=C(CN1C(=O)NC2(CCCCCC2)C1=O)N1CCN(S(=O)(=O)c2ccc(Cl)cc2)CC1 ?
NTR1 agonist: -0.3; KOR beta-arrestin-1: 0.4%; MgcRacGAP inhibition: 2%; GPR55 antagonists: 17%; NOD1 NF-kB reporter: 13%; KOR beta-arrestin-2: 23%; GPR35 arrestin U2OS: -8%; UTI89 phage lysis: -1.7%; GPR55 beta-arrestin: -0.1%; NTR1 agonist cell count 20 µM: 60

What do the screens show for `Cc1nonc1C(=O)N/N=C/c1cccc(O)c1`?
NTR1 agonist: -1.5; KOR beta-arrestin-1: 0.6%; MgcRacGAP inhibition: 6%; GPR55 antagonists: 4%; NOD1 NF-kB reporter: -28%; KOR beta-arrestin-2: 26%; GPR35 arrestin U2OS: 0%; UTI89 phage lysis: 0.6%[50 µM]; GPR55 beta-arrestin: -0.3%; NTR1 agonist cell count 20 µM: 69

What do the screens show for `O=C(O)c1ccc(NCc2ccncc2)cc1`?
NTR1 agonist: 1.8; KOR beta-arrestin-1: -2.3%; MgcRacGAP inhibition: -5%; GPR55 antagonists: -16%; NOD1 NF-kB reporter: 0%; KOR beta-arrestin-2: -19%; GPR35 arrestin U2OS: 24%; UTI89 phage lysis: 1.0%; GPR55 beta-arrestin: -0.1%; NTR1 agonist cell count 20 µM: 60

What do the screens show for `COCCNC(=O)c1onc(CSc2ccc(C)c(C)c2)c1C(=O)O`?
NTR1 agonist: 0.1; KOR beta-arrestin-1: 4.0%; MgcRacGAP inhibition: -8%; GPR55 antagonists: -4%; NOD1 NF-kB reporter: 0%; KOR beta-arrestin-2: -21%; GPR35 arrestin U2OS: 7%; UTI89 phage lysis: -0.9%; GPR55 beta-arrestin: -0.1%; NTR1 agonist cell count 20 µM: 100

Results for CCOC(=O)CNc1nc(C(C)(C)C)nc2c1nnn2Cc1ccccc1 ?
NTR1 agonist: 7.9; KOR beta-arrestin-1: 4.7%; MgcRacGAP inhibition: 11%; GPR55 antagonists: 0%; NOD1 NF-kB reporter: -35%; KOR beta-arrestin-2: 9%; GPR35 arrestin U2OS: 16%; UTI89 phage lysis: 0.3%; GPR55 beta-arrestin: 0.2%; NTR1 agonist cell count 20 µM: 78

What do the screens show for `COc1ccc(CC(=O)NNC(=O)CSc2nnc(Cc3ccc(OC)cc3)n2-c2ccccc2)cc1`?
NTR1 agonist: -0.2; KOR beta-arrestin-1: 3.7%; MgcRacGAP inhibition: 0%; GPR55 antagonists: 2%; NOD1 NF-kB reporter: -22%; KOR beta-arrestin-2: 24%; GPR35 arrestin U2OS: -7%; UTI89 phage lysis: 0.1%; GPR55 beta-arrestin: 0.9%; NTR1 agonist cell count 20 µM: 76

What do the screens show for `O=C(NC(CO)c1ccccc1)c1ccco1` (stereo not given)?
NTR1 agonist: -0.7; KOR beta-arrestin-1: 1.4%; MgcRacGAP inhibition: 0%; GPR55 antagonists: -9%; NOD1 NF-kB reporter: 3%; KOR beta-arrestin-2: -31%; GPR35 arrestin U2OS: -1%; UTI89 phage lysis: 0.6%; GPR55 beta-arrestin: -0.1%; NTR1 agonist cell count 20 µM: 20

What do the screens show for `COc1ccc(S(=O)(=O)CCC(=O)Nc2cccc(OC)c2)cc1`?
NTR1 agonist: 0.9; KOR beta-arrestin-1: -1.5%; GPR55 antagonists: 8%; NOD1 NF-kB reporter: 11%; KOR beta-arrestin-2: -8%; GPR35 arrestin U2OS: -10%; GPR55 beta-arrestin: -0.2%; NTR1 agonist cell count 20 µM: 87

Results for Cc1cccc(NC(=S)NC2CC3C=CC2C3)c1 (stereo not given) ?
NTR1 agonist: 0.5; KOR beta-arrestin-1: 4.6%; MgcRacGAP inhibition: 6%; GPR55 antagonists: -2%; NOD1 NF-kB reporter: -8%; KOR beta-arrestin-2: -9%; GPR35 arrestin U2OS: -3%; UTI89 phage lysis: 1.0%; GPR55 beta-arrestin: -0.2%; NTR1 agonist cell count 20 µM: 60

How did COc1ccccc1N1CC(C)(C)C(=O)N(C(=O)c2ccc(C)cc2)C1=S do in these assays?
NTR1 agonist: 1.9; KOR beta-arrestin-1: 2.6%; MgcRacGAP inhibition: 5%; GPR55 antagonists: -5%; NOD1 NF-kB reporter: -11%; KOR beta-arrestin-2: 7%; GPR35 arrestin U2OS: -7%; UTI89 phage lysis: 0.0%; GPR55 beta-arrestin: 0.0%; NTR1 agonist cell count 20 µM: 50

Source: PubChem
